Bcl-B Bim block – inhibitors of Bim-Bcl-B interaction, human; Q9HD36; bead-based flow cytometry, Bim peptide-Bcl-B binding; inhibition, % at 10 µM; 0.073% of 190,000 active; AID 951;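 also: 0% = tracer peptide without compound and 100% = reference inhibitor peptide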
RGS4-Gao reg – modulates binding of RGS4 to human Galphao; P09471; Multiplexed bead flow cytometry; actives lie on both sides; binding response (% of control), % at 10 µM; 0.33% of 220,000 active; in the data active = binding response below about 49% or above about 150%; inactive = in between;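 also: fluorescent Galphao activated with aluminum fluoride binding bead-coupled RGS4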
RGS7-Gao reg – modulates binding of RGS7 to human Galphao; binding response (% of control), % at 10 µM; AID 1439; P09471; 0.35% of 220,000 active; Multiplexed bead flow cytometry; actives lie on both sides; in the data active = binding response below about 49% or above about 150%; inconclusive = no clear call, values can overlap the other calls; inactive = in between;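 also: fluorescent Galphao held in activated GDP-AlF4 state binding bead-coupled RGS7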
Bcl-2 Bim block – human Bim-Bcl-2 interaction inhibition; AID 950; inhibition, % at 10 µM; Bead-based flow cytometry, Bim peptide-Bcl-2 binding; 0.06% of 190,000 active; P10415; in the data active = inhibition above about 40%; inconclusive = no clear call, values can overlap the other calls;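 also: 0% = no compound wells with probe peptide and 100% = reference peptide inhibitor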
GSH bead fluor – compound fluoresces at 488/530 nm on GSH beads | fluorescence (KMESF) at 10 µM | GSH beads flow cytometry, compound fluorescence 488/530 nm; active compounds read high | AID 1776 | 0.25% of 190,000 active; in the data active = fluorescence above about 89;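 also: glutathione beads carrying GST-tagged Bcl family fusion proteins plus one bare bead set; values are compound well signal with DMSO vehicle wells as background; inactives centre near 16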
RGS8-Gao – modulates binding of RGS8 to human Galphao; 0.34% of 220,000 active; multiplexed bead flow cytometry; actives lie on both sides; AID 1423; P09471; response (percent of control binding), % at 10 µM; in the data active = response below about 60% or above about 140%; inactive = in between;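 also: Galphao activated as the GDP aluminium fluoride complex binding bead-coupled RGS8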
Bfl-1 Bim block – human Bim-Bfl-1 interaction inhibition; Q16548; Bead-based flow cytometry, Bim-Bfl-1 binding inhibition; inhibition, % at 10 µM; 0.12% of 190,000 active;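 also: 0% = wells without compound plus tracer and 100% = blocker peptide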
ABCG2 block – human ABCG2 inhibition, ABCB1 as counter-screen; IgMXP3 cells, JC-1 efflux, flow cytometry; 0.1% of 190,000 active; Q9UNQ0; inhibition, % at 6.6 µM; AID 1325;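 active = inhibition above 80%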;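 also: 0% = DMSO and 100% = nicardipine control wells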
Target sequence (Q9UNQ0 whole entry, looked up): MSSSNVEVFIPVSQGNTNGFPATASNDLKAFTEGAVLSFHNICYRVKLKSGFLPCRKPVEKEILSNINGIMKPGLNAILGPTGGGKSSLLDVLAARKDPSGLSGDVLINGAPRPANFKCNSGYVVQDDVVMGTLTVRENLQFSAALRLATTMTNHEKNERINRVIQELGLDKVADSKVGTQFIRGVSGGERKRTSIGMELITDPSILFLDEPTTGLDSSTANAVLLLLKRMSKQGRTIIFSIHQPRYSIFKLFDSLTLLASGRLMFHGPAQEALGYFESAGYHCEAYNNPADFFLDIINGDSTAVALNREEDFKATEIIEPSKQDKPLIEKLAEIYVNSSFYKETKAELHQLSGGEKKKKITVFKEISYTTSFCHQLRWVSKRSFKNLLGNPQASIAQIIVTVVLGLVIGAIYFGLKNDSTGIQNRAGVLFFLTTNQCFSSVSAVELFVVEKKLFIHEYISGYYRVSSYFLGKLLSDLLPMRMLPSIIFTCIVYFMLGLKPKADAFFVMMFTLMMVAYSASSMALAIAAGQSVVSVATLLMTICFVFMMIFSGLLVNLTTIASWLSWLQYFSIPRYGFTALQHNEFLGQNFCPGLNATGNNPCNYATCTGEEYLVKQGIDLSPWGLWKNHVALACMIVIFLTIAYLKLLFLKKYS
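material = IgMXP3 (ABCG2) plus far-red-tagged CCRF-Adr (ABCB1) cells | amount = 3 million cells/mL, equal mix of both lines | also added = JC-1 transporter substrate | dosing = one concentration, 6.6 µM final | schedule = 10 min at 25 °C | measured by = flow cytometric JC-1 green MFI at 530 nm | read-out basis = percent efflux inhibition, scaled nicardipine 100% to DMSO 0%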
Bim-Bcl-W – human Bim-Bcl-W interaction inhibition; Q92843; bead-based flow cytometry, Bim peptide-Bcl-W binding; inhibition, % at 10 µM; 0.02% of 190,000 active; AID 952;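 also: 0% = bound tracer without compound and 100% = peptide blocker; higher means less fluorescent Bim peptide bound to Bcl-W beads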
ABCB1 block – blocks JC-1 efflux by human ABCB1 transporter | inhibition, % at 6.6 µM | AID 1326 | CCRF-Adr cells, flow cytometry | P08183 | 0.067% of 190,000 active; in the data active = inhibition above about 40%;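 also: 0% = vehicle and 100% = reference inhibitor; higher value means more JC-1 retained so stronger ABCB1 efflux block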
Bcl-XL Bim block – disrupts Bim peptide binding to human Bcl-XL; Q07817; AID 1007; bead flow cytometry, fluorescence; inhibition, % at 10 µM; 0.04% of 190,000 active
Target sequence (Q07817 whole entry, looked up): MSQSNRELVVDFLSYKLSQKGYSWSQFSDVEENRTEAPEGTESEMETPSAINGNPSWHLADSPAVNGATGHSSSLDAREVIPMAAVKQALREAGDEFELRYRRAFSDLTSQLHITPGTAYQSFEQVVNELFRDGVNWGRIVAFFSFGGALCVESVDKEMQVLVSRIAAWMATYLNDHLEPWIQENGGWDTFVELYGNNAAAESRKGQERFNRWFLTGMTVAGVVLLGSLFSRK
Starred values were filed as active, the others as inactive; ? = inconclusive. Rule as the data show it, unless noted: active = inhibition above about 40%.

Start of the data: the first 13 entries, to show the layout:
SMILES	Bcl-B Bim block	RGS4-Gao reg	RGS7-Gao reg	Bcl-2 Bim block	GSH bead fluor	RGS8-Gao	Bfl-1 Bim block	ABCG2 block	Bim-Bcl-W	ABCB1 block	Bcl-XL Bim block
CCOC(=O)c1c(-c2ccccc2)nc2cc(C)ccn12	-7	98	100	-4	24	101	-12	4	0	0.4	-3
COc1ccccc1-c1c(C)nn2c(C)cc(C)nc12	-4	104	106	-2	27	108	-6	0	-1	-0.2	-4
CCOCCCn1c(=NC(=O)c2cccnc2)c(C(=O)OCC)cc2c(=O)n3ccccc3nc21	-7	100	103	-3	14	99	0	0	-4	0.2	1
Cc1cccc(C)c1N1CCN(c2nc(N(C)C)oc(=O)c2C#N)CC1	-11	100	102	-11	15	101	-12	10	3	3.8	-3
O=C(/C=C/c1cccc(Cl)c1)Nc1ncccn1	-12	99	103	-10	11	101	-7	37	-7	0.7	-7
CSc1nsc(SCC(=O)Nc2nncs2)n1	-7	99	95	0	14	101	-6	28	-2	1.1	-3
Cc1ccc(/C=N/n2c(-c3ccncc3)n[nH]c2=S)o1	-29	105	?	-3	16	104	1	11	1	-0.3	-5
COc1cc(-c2ccc(NC(=O)CN3CCC(C)CC3)c(OC)c2)ccc1NC(=O)CN1CCC(C)CC1	-4	109	111	-4	48	124	-2	6	-6	1.0	9
O=C(Nc1ccc(Cl)cc1)c1csc(-c2ccncc2)n1	4	105	102	1	13	102	2	3	0	0.5	1
COc1ccc(OC)c(-c2cc(C(=O)N3CCCc4ccccc43)no2)c1	-9	100	97	-13	23	100	-17	55	-1	3.0	-6
O=C(Nc1ccc2c(c1)OCO2)c1cc2n(n1)C(C(F)(F)F)CC(c1ccccc1)N2 (stereo not given)	-8	104	106	-5	30	103	-2	4	-1	0.3	-4
O=C(CSc1nnnn1-c1cccc2c1CCCC2)NC1CCCC1	-1	102	99	-1	12	101	0	2	-1	0.8	0
COc1cccc(-c2nn[nH]n2)c1O	0	101	99	2	11	101	0	0	0	0.1	0

This part in full, repeating the preview:
SMILES	Bcl-B Bim block	RGS4-Gao reg	RGS7-Gao reg	Bcl-2 Bim block	GSH bead fluor	RGS8-Gao	Bfl-1 Bim block	ABCG2 block	Bim-Bcl-W	ABCB1 block	Bcl-XL Bim block
CCOC(=O)c1c(-c2ccccc2)nc2cc(C)ccn12	-7	98	100	-4	24	101	-12	4	0	0.4	-3
COc1ccccc1-c1c(C)nn2c(C)cc(C)nc12	-4	104	106	-2	27	108	-6	0	-1	-0.2	-4
CCOCCCn1c(=NC(=O)c2cccnc2)c(C(=O)OCC)cc2c(=O)n3ccccc3nc21	-7	100	103	-3	14	99	0	0	-4	0.2	1
Cc1cccc(C)c1N1CCN(c2nc(N(C)C)oc(=O)c2C#N)CC1	-11	100	102	-11	15	101	-12	10	3	3.8	-3
O=C(/C=C/c1cccc(Cl)c1)Nc1ncccn1	-12	99	103	-10	11	101	-7	37	-7	0.7	-7
CSc1nsc(SCC(=O)Nc2nncs2)n1	-7	99	95	0	14	101	-6	28	-2	1.1	-3
Cc1ccc(/C=N/n2c(-c3ccncc3)n[nH]c2=S)o1	-29	105	?	-3	16	104	1	11	1	-0.3	-5
COc1cc(-c2ccc(NC(=O)CN3CCC(C)CC3)c(OC)c2)ccc1NC(=O)CN1CCC(C)CC1	-4	109	111	-4	48	124	-2	6	-6	1.0	9
O=C(Nc1ccc(Cl)cc1)c1csc(-c2ccncc2)n1	4	105	102	1	13	102	2	3	0	0.5	1
COc1ccc(OC)c(-c2cc(C(=O)N3CCCc4ccccc43)no2)c1	-9	100	97	-13	23	100	-17	55	-1	3.0	-6
O=C(Nc1ccc2c(c1)OCO2)c1cc2n(n1)C(C(F)(F)F)CC(c1ccccc1)N2 (stereo not given)	-8	104	106	-5	30	103	-2	4	-1	0.3	-4
O=C(CSc1nnnn1-c1cccc2c1CCCC2)NC1CCCC1	-1	102	99	-1	12	101	0	2	-1	0.8	0
COc1cccc(-c2nn[nH]n2)c1O	0	101	99	2	11	101	0	0	0	0.1	0
O=C1CCCC2=C1C1(CCCCC1)N=C(Nc1nc3ccccc3s1)N2	-11	99	96	-11	38	113	-9	22	0	22	2
CN1CCN(C(=S)SCc2nc(N)nc(Nc3ccc(F)cc3)n2)CC1	-1	93	?	-2	9	95	-5	3	0	0.5	-1
C=CCOn1c(=O)c(-c2ccc(OC)c(OC)c2)[n+]([O-])c2ccccc21	-15	97	95	-10	54	99	-1	2	5	0.2	1
O=S(=O)(c1ccccc1)c1nc(-c2ccco2)oc1Nc1ccccc1	-9	102	96	-1	6	101	0	23	-3	2.8	-5
COc1cccc([C@@H]2Oc3ccc(OC)cc3C(=O)[C@H]2OC(=O)N[C@H](C)C2CCCCC2)c1	-5	100	101	-3	17	103	-1	-5	-1	0.1	-6
O=C(NCC1CCCO1)C1CCC(=O)N1Cc1ccc(F)cc1 (stereo not given)	-2	104	101	-2	14	101	-3	2	0	0.7	-1
O=C(CCCn1c(=O)[nH]c2cc(Cl)ccc2c1=O)NCCCN1CCCC1	-4	105	108	-8	12	103	-4	2	-4	0.5	-4
O=C(CN1C(=O)C(=O)c2ccccc21)NCCc1ccccc1	-2	94	98	-5	12	97	-4	3	-1	1.3	-3
O=C(COc1ccccc1O)Nc1ccc(Cl)cc1	0	102	103	-3	16	104	-2	22	-1	0.5	-2
Cc1ccccc1CN(C)CC(=O)Nc1ccccc1-c1ccccc1	2	108	110	-8	15	116	-4	6	-2	1.3	-5
Cc1ccnc(NC(=O)CC(c2ccccc2)c2ccccc2)n1	0	99	103	-2	14	101	-5	5	1	0.6	-1
Cc1ccc(C(=O)c2ccccc2C(=O)OCC(=O)Nc2cccc([N+](=O)[O-])c2)cc1	-4	101	101	-5	12	101	1	61	-3	2.3	0
O=C(C1CCCC1)N1CCC(CO)(Cc2ccccc2Cl)CC1	-2	102	101	-1	15	103	-5	0	0	0.4	0
c1ccc2c(c1)ncn2-c1ncnc2sc3c(c12)CCCC3	-4	99	97	-1	12	104	-8	15	3	0.4	0
Cc1ccc(NC(=O)CSc2nc3c(c(=O)[nH]2)CN(Cc2ccc(F)cc2)CC3)cc1C	17	108	105	22	9	101	26	-3	19	-0.2	31
Clc1cccc(-c2cc3nc4c(c(N5CCNCC5)n3n2)CCCC4)c1	-4	98	100	-2	11	104	-1	2	-2	0.7	-5
O=C(/C=C\Nc1cccc(F)c1)c1ccc2c(c1)OCO2	-11	100	96	-16	28	96	-18	52	1	0.2	-5
Cc1ccc(Nc2cnn(C34CC5CC(CC(CC(=O)O)(C5)C3)C4)c(=O)c2Cl)c(Cl)c1	0	106	107	-6	14	104	-4	0	0	0.5	-2
O=C(/C=C/c1ccco1)NC(=S)Nc1cccc(-c2nc3ccccc3o2)c1	-4	99	96	-6	32	100	-9	7	0	1.1	-1
O=C(COC(=O)Cc1ccc(Cl)cc1Cl)Nc1ccc(OC(F)F)cc1	-7	94	94	-2	4	95	-3	45	-2	0.6	-7
CC(C)c1ccc(NC(=O)c2cccnc2)cc1	3	100	99	3	22	99	0	0	4	-0.1	3
Cc1cc(Nc2cc(C(=O)O)ccc2C)n2ncnc2n1	-6	103	100	-7	28	102	-10	1	0	0.2	-4
Cc1ccc(-c2c3c(=O)n(C)c(=O)n(C)c3cn2Cc2ccccc2)cc1	0	103	102	-2	14	101	4	2	-2	0.7	-6
Nc1c(C(=O)NC2CCCC2)c2nc3ccccc3nc2n1/N=C/c1ccco1	0	99	98	2	17	98	1	2	-3	0.5	-11
CCCOc1ccc(C(=O)Nc2ccc(Cl)cn2)cc1	-4	101	106	-5	56	106	-4	0	0	0.1	-15
c1ccc(Cn2nnnc2C(c2cccnc2)N2CCN(C3CCCCC3)CC2)cc1 (stereo not given)	-1	109	108	-6	11	102	-13	0	1	0.0	-1
CC(C)CN1CCNC(=O)C1CC(=O)NCCc1ccc(C(F)(F)F)cc1 (stereo not given)	-2	102	107	-2	17	97	2	-1	-3	-0.3	-2
CCCCn1c(CNC(=O)Cc2ccccc2)nc2ccccc21	-6	99	98	-4	20	101	-11	-4	3	-2.1	-5
CC(C)(C)n1nc2c(c1NC(=O)c1ccc(S(=O)(=O)N3CCCC3)cc1)CSC2	-3	103	102	-2	11	103	0	-2	-3	-0.3	-1
COc1ccc(S(=O)(=O)N2CCCC2C(=O)Nc2nnc(-c3cccnc3)s2)cc1 (stereo not given)	1	94	112	1	30	95	0	-4	0	-5.8	0
COC(=O)Nc1nnc(CC(=O)Nc2ccccc2C)s1	-31	100	98	-19	52	100	-20	1	-24	0.3	-22
Cc1cc(=O)[nH]c(/N=C(\N)Nc2ccc3c(c2)OCCO3)n1	1	100	105	6	21	103	2	0	7	0.0	3
COc1ccc(N(CC(=O)NN=C2CCCCCCC2)S(=O)(=O)c2ccccc2)cc1Cl	-7	98	93	-6	15	99	-7	8	2	2.5	-2
O=C(CCC1CCCN(C(=O)c2ccc3cc[nH]c3c2)C1)NCc1ccc(F)c(F)c1 (stereo not given)	-9	97	95	-7	15	98	-10	4	-3	0.5	-3
COC(=O)c1c(N2C(=O)CC(Sc3ccccc3C(=O)O)C2=O)sc(C)c1C (stereo not given)	0	100	91	-2	9	97	-13	4	-5	1.3	-1
CCCOC(=O)c1ccc(NC(=O)COC)cc1	-6	103	104	-10	12	103	-10	-7	0	-5.2	-2
Cc1ccc(C(=O)COC(=O)c2ccc(O)cc2)cc1	-3	101	100	-2	13	101	-7	4	0	-0.2	0
COc1ccc(CCN2C(=O)CC(Nc3ccc(N4CCOCC4)cc3)C2=O)cc1OC (stereo not given)	-7	99	98	-4	29	96	-7	12	1	0.7	-5
CC(C)c1ccc(NC(=O)NN2CCOCC2)cc1	-4	100	94	-2	21	101	0	7	-1	0.4	-1

Bioassay records as filed in PubChem.
